# HTR5A ag: HTR5A agonism, opioid heterodimer counter-screen; P47898; HTR5A agonist assay, luminescence, cell-based; activation, % at 9.3 µM; 0.61% of 340,000 active; AID 504692; in the data active = activation mostly above about 9.5%, no sharp cut-off; inactive = mostly below about 7.6%;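 also: 0% = cells with vehicle only and 100% = reference agonist; strong numbers were not always called active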
# Target sequence (P47898 whole entry, looked up): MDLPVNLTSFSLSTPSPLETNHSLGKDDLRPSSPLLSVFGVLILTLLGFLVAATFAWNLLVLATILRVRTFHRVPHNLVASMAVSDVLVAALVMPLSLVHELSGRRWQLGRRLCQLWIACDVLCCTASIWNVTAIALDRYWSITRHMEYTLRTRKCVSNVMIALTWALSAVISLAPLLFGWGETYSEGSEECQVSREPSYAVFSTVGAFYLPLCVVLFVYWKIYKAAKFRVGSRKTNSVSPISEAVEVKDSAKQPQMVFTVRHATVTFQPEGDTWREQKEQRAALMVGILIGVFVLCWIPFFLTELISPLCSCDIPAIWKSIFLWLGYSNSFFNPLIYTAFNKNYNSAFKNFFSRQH
# CDK5 inh: blocks human CDK5/p35 kinase activity | Q00535+Q15078 | Recombinant CDK5/p35, ADP-Glo luminescence, 60 min | inhibition, % at 10 µM | 0.01% of 330,000 active;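 active = highest replicate inhibition of at least 50% and at least 75% of replicates reaching 50%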;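 also: plate controls were DMSO neutral control for no effect and GW8510 at 10 µM for full effect; many of its hits are not listed in these tables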
# Target sequence (Q00535 whole entry, looked up): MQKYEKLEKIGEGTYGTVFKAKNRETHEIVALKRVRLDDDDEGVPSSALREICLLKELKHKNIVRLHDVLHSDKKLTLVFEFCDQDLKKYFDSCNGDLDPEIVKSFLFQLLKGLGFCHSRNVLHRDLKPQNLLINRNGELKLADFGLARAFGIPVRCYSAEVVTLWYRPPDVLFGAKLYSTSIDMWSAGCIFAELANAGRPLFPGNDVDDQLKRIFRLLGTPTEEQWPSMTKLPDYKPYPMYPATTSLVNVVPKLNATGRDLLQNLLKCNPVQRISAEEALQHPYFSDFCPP
# Target sequence (Q15078 whole entry, looked up): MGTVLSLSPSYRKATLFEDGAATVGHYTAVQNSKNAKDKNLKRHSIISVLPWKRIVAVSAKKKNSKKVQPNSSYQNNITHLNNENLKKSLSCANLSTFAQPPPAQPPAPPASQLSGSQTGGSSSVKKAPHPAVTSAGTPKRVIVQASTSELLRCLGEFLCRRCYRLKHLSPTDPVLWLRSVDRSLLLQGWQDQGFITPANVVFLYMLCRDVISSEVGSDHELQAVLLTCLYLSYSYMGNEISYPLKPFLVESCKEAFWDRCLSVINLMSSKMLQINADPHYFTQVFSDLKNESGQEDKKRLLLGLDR
# V-ATPase pH: regulators of yeast V-ATPase proton transport; S. cerevisiae, pHLuorin cytosolic pH fluorescence; 0.37% of 350,000 active; response, % at 10 µM; in the data active = response mostly above about 7.3%, no sharp cut-off; inactive = mostly below about 5.4%; also: actives read high; inactives centre near 0; some compounds called inactive have numbers as strong as hits; reference of the scale not given here
# NSD2 HMT inh: inhibitors of human histone methyltransferase NSD2; NSD2 peptide methylation, AlphaScreen, 120 min; AID 743445; inhibition, % at 12.5 µM; O96028; 0.54% of 310,000 active; in the data active = inhibition above about 50%
# HTR5A inv ag: counter-screen for OPRM1-OPRD1 inverse agonists: human HTR5A inverse agonism | AID 504634 | inhibition, % at 9.3 µM | 0.083% of 340,000 active | HTR5A cell line, luminescence; in the data active = inhibition mostly above about 23%, no sharp cut-off; inactive = mostly below about 18%;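 also: 0% = cells with DMSO and 100% = no-cell wells with DMSO; some compounds called inactive have numbers as strong as hits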
# dFosB activator: enhances mouse delta FosB homodimer DNA binding. AID 493131. P13346. 0.99% of 340,000 active. purified delta FosB, TAMRA-CDK5 oligo fluorescence polarization; percent of positive-control signal above neutral wells. activation, % at 25 µM;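 active = mean activation above about 17%, with every replicate also reaching it, limit read from the data, passing the limit was not always enough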;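 also: fluorescence polarization rise as delta FosB binds a TAMRA Cdk5 AP-1 oligo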
# PvdQ inh: P. aeruginosa PvdQ acylase inhibition. 0.063% of 340,000 active. AID 488965. purified PvdQ acylase, fluorescence plate reader. inhibition, % at 10 µM; in the data active = inhibition above about 30%, passing the limit was not always enough;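 also: 0% = vehicle neutral wells and 100% = reference inhibitor wells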
# Wnt bcat act: Wnt/beta-catenin pathway activation. 1.2% of 300,000 active. activation, % at 9.35 µM. Wnt/beta-catenin reporter cell assay, activator, plate reader; in the data active = activation above about 30%, passing the limit was not always enough;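 also: 0% = neutral control wells and 100% = positive control wells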
# SR-BI DiI inh: inhibitors of mouse SR-BI mediated HDL lipid uptake; Q61009; ldlA[mSR-BI] CHO cells, DiI-HDL uptake fluorescence, 3 h; 0.96% of 320,000 active; inhibition, % at 12.5 µM; AID 488896;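 active = mean replicate inhibition of at least 70% and a set share of replicates each scoring 70 or more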;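 also: 0% = median of neutral control wells and 100% = median of positive control wells; values of inactives mirror those of a sister screen read the other way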
# MITF TRPM1 HTS: MITF TRPM1 promoter activation in melanoma cells | activation, % at 12.5 µM | SK-MEL-5 TRPM1-promoter luciferase, 24 h; % of positive control, neutral wells = 0 | 0.75% of 300,000 active | AID 588334;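 active = mean activation of at least 80% with every replicate also reaching 80%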;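 also: 0% = neutral control wells and 100% = parthenolide positive control wells; values of inactives mirror those of a sister screen read the other way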
# * = called active by the depositor; x = no result given.
SMILES,HTR5A ag,CDK5 inh,V-ATPase pH,NSD2 HMT inh,HTR5A inv ag,dFosB activator,PvdQ inh,Wnt bcat act,SR-BI DiI inh,MITF TRPM1 HTS
CCOc1ccc(NC(=O)CN2CCCC2c2cccs2)cc1S(=O)(=O)N1CCCCC1 (centres undefined),-3,-7.4,-1,2,1,0,-3,-15,44,-13
Cc1ccc2[nH]c3c(c2c1)CC/C(=C/c1ccccc1)C3=O,5,-1.6,1,0,-45,-9,-14,-3,28,x
Cc1nc(C(=O)NCCC(C)C)sc1C1(C)CC(c2ccccc2)=NO1 (centres undefined),-3,2.4,-3,x,-9,-5,-14,-4,16,4
O=C1N(S(=O)(=O)c2ccccc2F)C(=O)C2(CCCC2)N1S(=O)(=O)c1ccccc1F,4,0.6,2,9,8,-1,-5,0,-16,8
CCc1nccn1S(=O)(=O)c1cccc([N+](=O)[O-])c1,5,x,3,-1,-4,7,-12,17,-21,9
COc1ccc(C(=O)Cc2ccccc2C(=O)O)cc1,-1,0.1,3,0,2,-4,-8,4,-27,-3
CCCn1c(O)c2ccc(C(=O)N=NC(=O)c3cccnc3)cc2c1O,-2,0.9,0,-1,4,7,5,-2,44,-1
S=C(NCCc1cccc(Cl)c1)NCc1ccccc1,-3,0.5,1,-2,11,-7,-9,x,18,-2
CCCCOc1ccccc1-c1cc(C(=O)O)[nH]n1,-1,0.0,3,-1,13,1,-17,x,45,-3
NCC(O)COc1ccc2c(c1)OCO2 (centres undefined),-7,2.3,x,4,17,-15,-14,x,-9,2
CNS(=O)(=O)c1cc(C(=O)OCC(=O)NC2CCCc3ccccc32)ccc1Cl (centres undefined),2,0.2,-3,1,7,-3,-7,0,8,-1
N#Cc1c(-c2ccco2)ccn(Cc2cccc(F)c2)c1=O,-4,0.2,2,x,10,-6,-5,-2,-11,-5
CCOC(=O)C1(Cc2cccc(F)c2)CCN(Cc2ccc(COC)o2)CC1,4,2.5,1,5,-11,-3,-16,6,-11,-7
COc1ccc(C(C)=O)cc1CC(=O)Nc1ccc2c(c1)CCC2,6,1.0,3,1,-18,-4,-2,-3,x,-6
CN(C)S(=O)(=O)c1ccc(N2CCCC2)c(C(=O)NCc2ccccc2)c1,7,0.7,2,-2,-20,-2,-9,-1,-14,8

# Given with bars between the fields: 3 of the compounds above.
structure | HTR5A ag | CDK5 inh | V-ATPase pH | NSD2 HMT inh | HTR5A inv ag | dFosB activator | PvdQ inh | Wnt bcat act | SR-BI DiI inh | MITF TRPM1 HTS
O=C1N(S(=O)(=O)c2ccccc2F)C(=O)C2(CCCC2)N1S(=O)(=O)c1ccccc1F | 4 | 0.6 | 2 | 9 | 8 | -1 | -5 | 0 | -16 | 8
CCc1nccn1S(=O)(=O)c1cccc([N+](=O)[O-])c1 | 5 | x | 3 | -1 | -4 | 7 | -12 | 17 | -21 | 9
COc1ccc(C(=O)Cc2ccccc2C(=O)O)cc1 | -1 | 0.1 | 3 | 0 | 2 | -4 | -8 | 4 | -27 | -3

# The listing continues.
SMILES,HTR5A ag,CDK5 inh,V-ATPase pH,NSD2 HMT inh,HTR5A inv ag,dFosB activator,PvdQ inh,Wnt bcat act,SR-BI DiI inh,MITF TRPM1 HTS
Clc1ccccc1Cn1nnc2c(NCCN3CCOCC3)ncnc21,-2,-1.1,-3,1,-13,-5,-7,x,-23,-5
COC(=O)c1ccc(C(=O)O)nc1,-1,0.9,3,10,-4,-2,-11,-3,-3,x
Cc1ccc(S(=O)(=O)N2CCOCC2)cc1NC(=O)CSc1nnc2cc(C)c3ccccc3n12,-7,0.1,1,4,19,-5,-7,x,16,-5
Cc1cccc(C(=O)NCC(=O)OCC(=O)NC2CCCCCCC2)c1,-2,0.0,-1,0,7,-9,-6,0,-9,-3
O=C(COC(=O)c1cccs1)c1ccccc1,0,3.0,-1,10,-24,0,-22,x,-2,34
O=C(CCNC(=O)c1ccccc1)Nc1cccnc1,1,0.9,-2,-1,-2,0,7,-1,-7,-9
COc1cc(Cl)c(S(=O)(=O)N2CCCC2)cc1Cl,2,-1.2,1,-9,-5,-1,-12,0,12,10
CC(C)(C)c1nnc2sc(SCC(=O)c3ccccc3)nn2c1=O,-3,-0.7,0,-7,4,2,-9,x,-16,-7
COc1ccc(NC(=S)N2CCN(C(=O)c3ccco3)CC2)cc1,-4,-0.5,-7,4,10,-4,7,6,x,19
CCN(CC)S(=O)(=O)c1ccc(C(=O)NNC(=O)C2COc3ccccc3O2)cc1 (centres undefined),0,1.8,-1,2,0,-5,-8,-1,15,x
COc1ccc(Cl)cc1NC(=O)CN(C)C(=O)CCc1nc2ccccc2c(=O)[nH]1,3,-0.4,4,-4,-6,-10,-3,0,12,-4
CC1CCN(c2ccc(C(=O)NCCc3ccccc3)cn2)CC1,-2,-0.5,-4,-1,-3,-5,5,x,12,65
Cc1ccc(C)c(NCc2ccccc2CO)c1,1,-1.2,-1,x,-4,-5,-12,5,10,8
CCOc1cc(/C=C2/N=C(c3ccc(C(C)(C)C)cc3)OC2=O)cc(Cl)c1OS(C)(=O)=O,13*,1.4,-1,x,-43,-15,-4,x,22,-2
CCOC(=O)N1CCC(NC(=O)CSCc2nc(-c3sccc3C)oc2C)CC1,9,0.3,-4,x,-27,-13,5,x,20,-11
O=C(NNC1=NCCCCC1)c1cccc([N+](=O)[O-])c1,-2,-0.2,1,-1,-17,-4,2,-2,-36,6
COc1ccc(/C=C2\SC(=S)N(CCC(=O)NCCCn3ccnc3)C2=O)cc1,-1,0.6,1,6,3,-6,-3,1,18,-3
CNC(=S)N(Cc1ccc(OC)cc1)C1CC(=O)N(c2ccc(Cl)cc2)C1=O (centres undefined),0,0.2,7,9,-16,-9,-7,x,-27,3
Cn1c(CCNC(=O)c2ccco2)nc2cc(NC(=O)c3ccccc3Cl)ccc21,7,1.3,0,-2,-18,0,-4,5,12,29
COc1ccc(CC(=O)NC(c2ccccc2)c2ccc(C)cc2)c(OC)c1 (centres undefined),2,-1.9,6,0,22,-13,-14,-3,-7,-7
C#CC(C)(CC)NC(=O)c1cc2nc(C3CC3)cc(C(F)(F)F)n2n1 (centres undefined),0,-0.5,-1,3,-24,-18,1,-2,x,52
N=C1SCC(=O)N1c1ncc(Cc2cccc(Cl)c2)s1,-1,-0.6,3,80*,29,-9,-1,3,-4,1
Cc1ccc(Cl)cc1-c1ccc(C=Nc2ccc(N3CCOCC3)cc2)o1,4,1.4,-5,2,-23,-3,11,-1,-10,-1
CCN(CC)c1ccc2cc(C=O)c(=O)oc2c1,2,-1.1,5,-6,3,-7,2,6,-12,1
COc1ccc(-n2nnnc2SCC(=O)NNC(=O)c2ccc([N+](=O)[O-])cc2)cc1,1,0.7,-3,0,16,-2,7,-4,23,-6
Cc1cc(NC(=O)CSc2nnc(-c3ccc(Cl)s3)o2)no1,4,-1.0,6,-3,0,12,-20,0,-16,14
CC(C)CNC(=O)c1ccccc1NC(=O)c1ccccc1N(C)S(=O)(=O)c1ccccc1,1,-0.8,-3,-3,-2,-3,-14,-6,6,-12
COc1cccc(NC(=O)c2ccc3nc(C)sc3c2)c1,1,0.5,-2,-4,7,-15,3,-4,26,10
Cc1ccc(C)n1NC(=O)c1ccccc1O,-2,-0.9,-2,0,-80,-6,-3,x,18,-21
O=C(OCc1csc(Nc2ccccc2)n1)c1ccc(Cl)cc1,1,-1.1,-1,1,-36,7,-12,1,-6,2

# Single values from the list.
# Under HTR5A inv ag, COc1ccc(/C=C2\SC(=S)N(CCC(=O)NCCCn3ccnc3)C2=O)cc1 has 3
# Under Wnt bcat act, O=C(OCc1csc(Nc2ccccc2)n1)c1ccc(Cl)cc1 has 1
# Under HTR5A inv ag, Cc1ccc(C)n1NC(=O)c1ccccc1O has -80
# Under NSD2 HMT inh, O=C(NNC1=NCCCCC1)c1cccc([N+](=O)[O-])c1 has -1
# Under PvdQ inh, Cc1cc(NC(=O)CSc2nnc(-c3ccc(Cl)s3)o2)no1 has -20
# Under CDK5 inh, COc1ccc(-n2nnnc2SCC(=O)NNC(=O)c2ccc([N+](=O)[O-])cc2)cc1 has 0.7

# (more compounds)
SMILES,HTR5A ag,CDK5 inh,V-ATPase pH,NSD2 HMT inh,HTR5A inv ag,dFosB activator,PvdQ inh,Wnt bcat act,SR-BI DiI inh,MITF TRPM1 HTS
CCc1ccccc1NC(=O)C1CCCN(c2nn3c(=O)cc(C)nc3s2)C1 (centres undefined),2,0.1,-1,x,-6,2,-17,5,1,0
OC(C#CCCN1CCCCC1)(c1ccccc1)C1CCCCC1 (centres undefined),-1,0.4,-3,2,-6,1,-19,0,16,25
N#CC1(NC(=O)COC(=O)c2cc(=O)[nH]c3ccccc23)CCCCC1,5,-3.0,2,11,-13,-6,-16,0,-3,0
CC(=O)c1ccc(N2CCN(C(=O)CCc3ccccc3)CC2)cc1,-2,0.3,-4,1,9,-1,3,0,32,x
CN1CCN(S(=O)(=O)c2cccc(S(=O)(=O)c3ccc(Cl)cc3)c2)CC1,-2,-0.8,-6,2,1,6,5,x,-17,-6
CCC(=N\NC(=O)COc1ccccc1OC)/C(CC)=N/NC(=O)COc1ccccc1OC,-3,-0.7,1,0,8,2,10,-1,38,-10
COC(=O)CP(=O)(c1ccccc1)c1ccccc1,2,-1.8,2,-3,-6,2,-11,-1,-27,-4
Cc1nc(SCC(=O)NC2CCCCC2C)nc(C)c1C (centres undefined),0,0.4,2,-1,-1,-1,-10,-2,-22,7
CC(=O)NC1=NN(C(C)=O)C(C)(c2cccs2)S1 (centres undefined),2,-3.0,4,4,12,-1,-2,x,-3,-18
O=C(Cn1cnc2c(NC(=O)OCc3ccccc3)ncnc21)NCCN1CCOCC1,x,-0.3,3,x,x,1,-2,0,-2,-3
CS(=O)(=O)c1cnc(-c2ccccc2)nc1-c1ccc(Cl)c(Cl)c1,0,-0.6,3,-4,-1,-3,-5,7,11,9
Cc1ccc(/C=N/NC(=O)Cn2cncn2)cc1,x,-0.4,0,-1,x,3,-2,1,-9,15
CN(Cc1ccco1)C(=O)CN1C(=O)NC2(CCCC2)C1=O,4,0.9,-5,x,-17,-4,-11,0,-20,0
S=C(NNc1cccc(Cl)c1)NC1CCCCC1,-1,-0.2,-5,7,4,-6,-10,-1,9,-10
Cc1nc2ccc(Cc3ccc4nc(C)[nH]c4c3)cc2[nH]1,2,0.6,-4,4,-5,-16,-19,x,-5,4
CCc1ccc(OCC(=O)NC(NC(=S)Nc2ccccc2)C(Cl)(Cl)Cl)cc1 (centres undefined),4,0.9,5,1,-5,-7,-7,x,9,-22
O=C(NCc1ccc(Cl)cc1Cl)c1ccccn1,0,-4.0,-2,1,-2,-12,-11,x,-4,12

# NSD2 HMT inh: what is marked active above.
Structure | CDK5 inh | V-ATPase pH | NSD2 HMT inh | dFosB activator | PvdQ inh | Wnt bcat act | SR-BI DiI inh | MITF TRPM1 HTS
N=C1SCC(=O)N1c1ncc(Cc2cccc(Cl)c2)s1 | -0.6 | 3 | 80* | -9 | -1 | 3 | -4 | 1
